Bioassay records from PubChem BioAssay.
G6PDH counter: inhibits Leuconostoc G6PDH, flagging false hits in G6PDH-based assays. inhibition, % at 5 µM. Purified L. mesenteroides G6PDH, diaphorase/resazurin coupled fluorescence, 45 min. 0.12% of 200,000 active
PMI act: activators of human phosphomannose isomerase; AID 1214; purified human PMI, coupled resazurin fluorescence, 20 min; hits give high values; 1 = vehicle control, 0 substrate-free wells; activation factor at 20 µM; 0.005% of 190,000 active;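 active = activation factor of 2 or more at 20 µM, relative to plate controls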
Target sequence (P34949 whole entry, looked up): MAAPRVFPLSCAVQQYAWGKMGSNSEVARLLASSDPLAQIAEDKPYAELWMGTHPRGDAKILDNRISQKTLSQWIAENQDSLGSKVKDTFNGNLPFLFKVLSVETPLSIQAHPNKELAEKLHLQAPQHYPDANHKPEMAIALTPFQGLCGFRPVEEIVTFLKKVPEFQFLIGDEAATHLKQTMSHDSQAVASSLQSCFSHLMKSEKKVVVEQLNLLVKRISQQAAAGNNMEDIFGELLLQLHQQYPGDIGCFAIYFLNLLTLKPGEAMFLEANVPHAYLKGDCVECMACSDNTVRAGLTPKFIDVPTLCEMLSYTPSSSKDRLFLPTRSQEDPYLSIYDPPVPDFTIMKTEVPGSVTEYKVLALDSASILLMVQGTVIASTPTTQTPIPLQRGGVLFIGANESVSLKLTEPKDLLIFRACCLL
S1P3 antag: blocks the human S1P3 receptor. CHO S1P3 NFAT-BLA reporter, FRET fluorescence, antagonist mode. inhibition, % at 4.98 µM. 0.27% of 170,000 active. AID 485;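 active = inhibition above the plate cutoff, the mean inhibition of test wells on that plate plus 3 SD, cut at about 28% in these data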;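 note: cells challenged with S1P at its EC80 of 0.8 µM; blue over green emission ratio from cleaved BLA substrate after 4 h stimulation; 0% = S1P-stimulated wells and 100% = unstimulated DMSO-only wells; some compounds past the cut are filed as inactive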
Target sequence (Q99500 whole entry, looked up): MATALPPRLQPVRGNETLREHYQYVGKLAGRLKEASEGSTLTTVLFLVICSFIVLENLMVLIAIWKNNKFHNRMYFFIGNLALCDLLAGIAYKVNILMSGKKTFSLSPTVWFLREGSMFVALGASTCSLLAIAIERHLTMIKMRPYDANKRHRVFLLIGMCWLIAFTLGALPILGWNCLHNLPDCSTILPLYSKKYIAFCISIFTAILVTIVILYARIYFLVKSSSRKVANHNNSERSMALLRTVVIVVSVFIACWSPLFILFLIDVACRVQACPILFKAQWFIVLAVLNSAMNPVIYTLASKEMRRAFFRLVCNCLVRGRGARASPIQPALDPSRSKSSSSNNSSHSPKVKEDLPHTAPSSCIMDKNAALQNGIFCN
L major viab: inhibitors of Leishmania major promastigote growth; Leishmania major promastigotes, resazurin fluorescence viability; 9% of 200,000 active; inhibition, % at 10 µM; AID 1063;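 note: promastigotes grown with compound for 44 hours at 28 °C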
Diaphorase inh: counter-screen for diaphorase-based assays: diaphorase inhibitors and chemical oxidizers; AID 1217; diaphorase resazurin-to-resorufin fluorescence, NADH, 16 min; bacterial (C. kluyveri) enzyme, not human; inhibition, % at 20 µM; 0.69% of 190,000 active;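 active = primary screen inhibition at 20 µM above a set limit, cut at about 50% in these data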;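 note: plate controls were DMSO with full reaction for no effect and wells lacking NADH for full effect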
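Assay system: diaphorase enzyme from Clostridium kluyveri; Input: enzyme working solution with 0.14 U/mL diaphorase; Timing: 16 min at room temperature; Technique: resorufin fluorescence, excitation 544 nm, emission 590 nm; Benchmarks: positive control minus NADH, DMSO neutral control.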
Diaphorase act: counter-screen for diaphorase-based assays: diaphorase activators and chemical reducers | Diaphorase/resazurin coupled assay, resorufin fluorescence, 16 min; hits give high values; 1 = vehicle wells, 0 = NADH-free wells | activation factor at 20 µM | 0.005% of 190,000 active | AID 1229;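 active = diaphorase activity raised at least twofold by the compound at 20 µM; inactive = activation factor below 2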
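test system = bacterial diaphorase enzyme (C. kluyveri) | quantity = enzyme 0.07 U/mL final | reagent = NADH substrate 0.114 mM plus resazurin dye 0.1 mM, final | incubation = 16 min enzyme reaction, ambient temperature | buffer or medium = HEPES pH 7.4 buffer with MgCl2 and Tween 20 | signal = fluorescence of resorufin, 544 nm excitation, 590 nm emission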
PMI act satM6P: increases human PMI activity with near-saturating mannose 6-phosphate; coupled PMI enzyme assay, resazurin fluorescence, 20 min; hits give high values; 1 = untreated enzyme, 0 = substrate-free blank; activation factor at 20 µM; 0.34% of 190,000 active; AID 1216;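 active = activation factor of 2 or more at 20 µM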
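Technique: Diaphorase-driven resazurin-to-resorufin fluorescence, excitation 544, emission 590 nm | Assay system: Human PMI in coupled enzyme assay | Times: Enzyme reaction with compound 20 min at room temperature | Medium: HEPES-buffered pH 7.4 with magnesium and detergent | Reagent: Mannose-6-phosphate 1.0 mM (near-saturating) plus 0.22 mM NADP+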
Hsp70 activator: transcriptional activators of Hsp70 | HeLa Hsp70 promoter luciferase reporter, luminescence; scaled: vehicle 0, proteasome-inhibitor control 100% | activation, % at 10 µM | 0.04% of 200,000 active | AID 1203;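 active = activation above the mean across all tested compounds plus 3 SD, cutoff set per campaign, cut at about 5.5% in these data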;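 note: 100% = MG132 at 30 µM as the positive control and 0% = DMSO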
Redox H2O2 prof: compounds producing H2O2 with reducing agent – biochemical, NIH compound library profiling, artefact control for MLSCN library redox annotation, primary screen. 0.03% of 200,000 active. DTT-dependent redox cycling H2O2, phenol red/HRP absorbance; 100% = 100 µM peroxide control, 0% = buffer. activation, % at 10 µM;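 active = activation of at least 50% relative to the plate's high and low controls in the primary single-dose screen; inactive = activation below 50%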;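 note: compound incubated with DTT at 0.8 mM final as the reducing agent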
RAM network inh: inhibitors of the yeast RAM network | S. cerevisiae dse1pr::URA3 reporter, 5-FOA growth OD615, 2 d; analog-sensitive cbk1-as2 kinase mutant strain | 1.8% of 190,000 active | AID 868 | inhibition, % at 50 µM;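 active = inhibition above a set limit, 3 SD over mean compound inhibition, cut at about 8.4% in these data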;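 note: 0% = DMSO-only wells with no growth and 100% = 10 µM 1-NA-PP1 full growth; inhibition rescues growth on 5-FOA so higher OD means more RAM inhibition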
TLR4 MyD88 comp: TLR4-MyD88 interaction inhibition in cells | O00206+Q99836 | HeLa CL3-4 TLR4/MyD88 BLA complementation, FRET ratio | inhibition, % at 8.4 µM | 0.18% of 200,000 active; in the data active = inhibition above about 25%;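 note: 0% = vehicle and 100% = reference inhibitor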
Active calls of the source: *; . = not tested or not shown. Cut-off read from the data, not from the text of the source, unless noted: active = inhibition above about 50%; inactive = the rest.

SMILES	G6PDH counter	PMI act	S1P3 antag	L major viab	Diaphorase inh	Diaphorase act	PMI act satM6P	Hsp70 activator	Redox H2O2 prof	RAM network inh	TLR4 MyD88 comp
COc1nc(NCC(C)C)nc(Oc2ccc(OCc3ccccc3)nn2)n1	-1	0.9	-10	9	12	0.9	0.9	-0.2	1.8	0.0	-6
CC1=CC(c2ccc(Cl)cc2)n2nc(N3C(=O)CCC3=O)nc2N1 (stereo unspecified)	-2	1.1	.	-2	9	0.9	1.1	0.2	1.1	0.4	3
COc1ccc(/C(O)=C/c2nc3ccccc3n(-c3ccccc3)c2=O)cc1	0	1	.	-4	12	0.9	0.9	-0.1	3.1	4.0	12
O=C(O)CCc1ccc(-c2ccc(Cl)cc2)n1CC(=O)O	-4	1	-5	-9	10	0.9	1.1	0.2	0.0	4.5	-6
COc1cc(C(=O)Nc2ccc3c(c2)OCCO3)ccc1OC(F)F	7	1	-8	1	6	0.9	1	0.1	-1.6	0.1	4
CSc1nc2ccsc2c(=O)n1-c1ccccn1	0	1	-15	-1	1	1	1.1	-0.3	-1.9	2.1	-3
CC1CSc2nc3sc4c(c3c(=O)n21)CCCC4 (stereo unspecified)	6	1.1	.	-4	16	0.8	1	-0.1	0.0	1.3	9
CCCCN(C)CCNS(=O)(=O)c1ccc2c(c1)n(C)c(=O)c(=O)n2C	13	1.1	.	3	-3	1	1.1	-0.2	-1.2	0.9	12
O=C(COC(=O)c1ccc(NS(=O)(=O)c2ccc3c(c2)OCCO3)cc1)NC1CCS(=O)(=O)C1 (stereo unspecified)	17	1	-21	-7	-6	1.1	1	0.1	-0.1	0.2	5
CC(C)C(=O)c1cc2c(cc1NC(=O)c1cccs1)OCCO2	6	0.9	.	1	-1	1	1	0.0	1.9	2.0	-5
O=C(NCC1CCCO1)c1ccc2c(c1)N(Cc1ccccc1)C(=O)CS2=O (stereo unspecified)	8	1	-28	-6	-5	1	1	-0.3	-1.6	-1.9	-2
COc1cc(/C=C2/C(=N)N3C=CSC3=NC2=O)ccc1OCCOc1ccc(NC(C)=O)cc1	-6	1	-12	-3	4	1	1	-0.2	-0.6	2.5	-3
CCCOCC1CC2(SC(=Nc3ccc(C)cc3)NC2=O)C(=O)O1 (stereo unspecified)	11	0.9	-9	3	4	1	1	-0.2	1.6	5.7	-6
CC(C)OC(=O)CC(NC(=O)OC(C)(C)C)c1ccccc1 (stereo unspecified)	1	1.1	6	-4	2	1	1.1	-0.2	0.7	-0.3	-7
N#CC1=C(SCc2ccccc2)NC(=O)CC1c1ccc(O)cc1 (stereo unspecified)	24	1	8	28	1	1	1	-0.2	-0.7	0.1	12

Quoted from the entries so far, two compounds:
SMILES	G6PDH counter	PMI act	S1P3 antag	L major viab	Diaphorase inh	Diaphorase act	PMI act satM6P	Hsp70 activator	Redox H2O2 prof	RAM network inh	TLR4 MyD88 comp
COc1nc(NCC(C)C)nc(Oc2ccc(OCc3ccccc3)nn2)n1	-1	0.9	-10	9	12	0.9	0.9	-0.2	1.8	0.0	-6
CC1=CC(c2ccc(Cl)cc2)n2nc(N3C(=O)CCC3=O)nc2N1 (stereo unspecified)	-2	1.1	.	-2	9	0.9	1.1	0.2	1.1	0.4	3

The listing continues.
SMILES	G6PDH counter	PMI act	S1P3 antag	L major viab	Diaphorase inh	Diaphorase act	PMI act satM6P	Hsp70 activator	Redox H2O2 prof	RAM network inh	TLR4 MyD88 comp
Cc1c(-c2cccc(NC(=O)c3cccs3)c2)nc2ncccn12	14	1	22	75*	3	1	1.1	-0.4	0.2	1.1	1
Cc1nn(-c2ccccc2)c(Cl)c1/C=N/NC(=O)c1ccccc1NS(=O)(=O)c1cccs1	-2	0.9	14	-9	31	0.7	0.9	-0.3	0.0	5.3	-9
CCOc1ccccc1N/C(=N/c1nc(C)cc(C)n1)NC(=O)Nc1ccc(Cl)c(Cl)c1	5	1	-4	13	19	0.8	0.9	-0.3	0.1	1.9	8
CCOC(=O)CSc1nnc(CSc2nc(N)c3c(C)c(C)sc3n2)n1-c1ccccc1	-7	0.9	5	-6	30	0.7	1	0.0	0.5	4.3	-11
COCCNC(=O)c1cc2ncc(Br)cn2n1	-5	1	.	2	12	0.9	1	-0.3	0.2	-0.7	-4
CCC(=O)N1CCc2cc(S(=O)(=O)NCCCN3CCN(Cc4ccccc4)CC3)ccc21	17	0.9	.	-6	12	0.9	0.9	0.4	-0.5	-0.7	11
Cn1cccc1Cc1nnc(SCC(=O)NC2CCCCC2)n1-c1ccc(F)cc1	1	0.9	-8	0	10	0.9	1	-0.2	-1.5	0.0	0
CC12CCCCC1N(O)C(=O)C(=O)N2O (stereo unspecified)	15	1	-7	-2	-7	1.1	1.1	-0.2	0.5	3.4	1
CC1CCCN(C(=O)CN2C(=O)c3ccccc3C2=O)C1 (stereo unspecified)	5	0.9	.	-2	14	0.9	0.9	1.1	-0.7	2.8	2
O=c1c2ccccc2nc2n1CCCCN2	3	1	9	-6	-2	1	1.1	-0.2	0.9	1.5	0
Cc1[nH]c2ccccc2c1/C=N/NS(=O)(=O)c1ccccc1	7	1	-5	6	6	0.9	1	0.3	-0.8	0.5	-8
Cc1cc(NC(=O)CCC(=O)N(c2ccc(F)cc2)C(C(=O)NC2CCCC2)c2ccncc2)no1 (stereo unspecified)	9	1	8	-1	8	0.9	1	-0.5	2.6	0.1	6
CC(C)c1nnc(NC(=O)CC(=O)Nc2ccccc2C(=O)O)s1	2	1	-38	-8	4	1	1	-0.2	-2.1	2.4	-6
CCOC(=O)c1c(C)[nH]c(C(=O)NNC(=O)c2ccccc2)c1C	-7	0.9	.	-4	16	0.8	0.9	-0.1	2.2	-0.7	19
COc1ccc(N2CCN(C(=S)NCc3ccc(C)cc3)CC2)cc1	-2	1	-8	-4	0	1	0.9	-0.2	0.0	2.8	-1
CC(NCc1ccc(F)cc1)C(=O)Nc1cc(S(=O)(=O)N2CCCCC2)ccc1Cl (stereo unspecified)	5	0.9	-15	62*	15	0.8	1	-0.4	-0.9	0.4	16
Cc1cccc(OCC2=NS(=O)(=O)c3ccccc3N2)c1	-5	0.9	-13	-2	10	0.9	0.9	-0.1	-0.9	2.9	-3
CC1(C)CC(=O)C(C=Nc2ccccc2Sc2ccccc2)=C(O)C1	1	0.9	.	71*	22	0.8	0.9	-0.1	0.2	1.8	-4
O=C(Nc1ccc2c(c1)OCO2)N1CCN(c2ccccc2Cl)CC1	6	1	.	80*	2	1	1	-0.4	0.3	-1.2	3
Cn1cc(Br)c(C(=O)Nc2sc3c(c2C(N)=O)CCC3)n1	6	0.8	.	8	0	1	0.8	-0.4	0.1	0.0	-1
O=C(CN1C(=O)c2ccccc2C1=O)NCC(=O)OCC(=O)c1cccc([N+](=O)[O-])c1	-1	1.2	-17	-10	5	0.9	1.2	-0.3	2.5	0.7	4
Cc1cccc(N2CCN(C(=O)c3ccc(CS(=O)(=O)c4ccccc4C)o3)CC2C)c1 (stereo unspecified)	1	0.9	-36	59*	19	0.8	0.9	0.5	1.6	3.3	16
CCc1cccc(CN2CCC(CNC(=O)Nc3ccc(Cl)cc3)CC2)c1	0	0.9	5	35	-10	1.1	1	-0.1	0.0	0.0	10
CCOCC(=O)Nc1cccc(Br)c1	10	1	-2	0	-7	1.1	1	-0.1	0.6	0.9	5
CN1C(=O)CC(N2CCN(CCN=CC3=C(O)CC(C)(C)CC3=O)CC2)C1=O (stereo unspecified)	0	1.1	18	-1	11	0.9	1	-0.4	-0.8	-0.1	-2
COCCCNC(=O)c1cc(C)nc2ccc(F)cc12	4	1	-19	-7	-20	1.2	1.2	-0.4	2.5	3.5	-9
CC(=O)OC1c2ccccc2C(=O)N1Cc1ccccc1Cl (stereo unspecified)	11	0.8	-15	-8	23	0.8	0.8	0.0	-0.2	1.1	3
COC(=O)c1cccc(COC(=O)c2cccnc2SC)c1	7	1	.	0	0	1	1	-0.2	0.6	-0.8	12
COc1ccc(OC)c(S(=O)(=O)N2CCN(c3c(C)cccc3C)CC2)c1	-21	1.4	-11	-5	31	0.7	1.9	-0.2	0.1	2.6	3
CCc1ccc(/C=c2\s/c(=C\C(=O)C(C)(C)C)[nH]c2=O)cc1	2	0.9	.	39	6	0.9	1.1	-0.4	-0.1	8.0	0
O=C(OC(C(=O)Nc1ccc([N+](=O)[O-])cc1Br)c1ccccc1)c1ccccc1 (stereo unspecified)	1	0.9	11	100*	20	0.8	0.8	-0.3	-1.0	6.8	-15
COCC1CCCN(Cc2nc(C(c3ccccc3)c3ccccc3)no2)C1 (stereo unspecified)	4	0.9	-1	31	10	0.9	1	-0.1	-0.1	0.8	-9
CCNS(=O)(=O)c1ccc(NC(=O)c2cccnc2)cc1	-1	1	26	-6	1	1	1	0.1	-0.5	0.5	3
O=S(=O)(c1cccc(S(=O)(=O)N2CCC(n3nnc4ccccc43)CC2)c1)N1CCCCC1	-6	1	15	-3	21	0.8	1	-0.3	-0.2	3.2	-6
CC(=O)NCC(=O)NC(Cc1ccccc1)C(N)=O (stereo unspecified)	3	1	.	-3	5	0.9	1	-0.2	1.1	-0.4	5
COc1ccccc1C(=O)Nc1ccc2c(c1)nc(CCNC(C)=O)n2C	-14	0.9	-35	0	15	0.9	0.9	0.0	0.2	1.3	25
Cc1nn(Cc2ccccc2)c(Cl)c1/C=C/C(=O)OCC(=O)N(C)C1CCS(=O)(=O)C1 (stereo unspecified)	3	1	-6	0	4	1	1	-0.1	-0.5	0.0	10
O=C(COC(=O)/C=C/c1ccco1)Nc1ncc(Cl)cc1Cl	-1	1.1	-15	-6	9	0.9	1.1	-0.1	-0.4	0.1	-4
CCS(=O)(=O)N1CCN(C2Cc3ccccc3C2)CC1	1	0.9	.	1	18	0.8	1	-0.5	0.2	0.8	5
CCN(C(=O)COC(=O)/C=C/c1ccc(S(=O)(=O)N2CCc3ccccc32)cc1)C1CCS(=O)(=O)C1 (stereo unspecified)	0	1	-16	-15	7	0.9	1	0.0	-0.2	5.1	-12
COc1ccc(Cl)cc1NC(=O)c1cc(-c2ccccc2O)n[nH]1	6	0.9	-3	-10	13	0.9	0.8	-0.2	0.8	4.6	-2
